N370S GC mod: N370S glucocerebrosidase modulation, Gaucher chaperone candidate; P04062; actives 0.092% (n = 330,000); Potency, µM (highest dose often 59.4 µM), inactives show at the highest dose activity change, negative = inhibition, most hits filed as inhibitors; N370S GC spleen homogenate, 4MU-glucoside fluorescence;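 note: 0% = full enzyme activity and -100% = no enzyme basal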
FEN1 inhibitor: human FEN1 inhibition; AID 588795; Potency, µM (top dose mostly 114 µM), for inactives: at the highest dose activity change, negative = inhibition, most hits filed as inhibitors; Recombinant FEN1 flap cleavage, fluorescence, 15 min; P39748; actives 0.35% (n = 390,000); note: nearly all actives have a fitted effect of over 65% in size
Target sequence (P39748 whole entry, looked up): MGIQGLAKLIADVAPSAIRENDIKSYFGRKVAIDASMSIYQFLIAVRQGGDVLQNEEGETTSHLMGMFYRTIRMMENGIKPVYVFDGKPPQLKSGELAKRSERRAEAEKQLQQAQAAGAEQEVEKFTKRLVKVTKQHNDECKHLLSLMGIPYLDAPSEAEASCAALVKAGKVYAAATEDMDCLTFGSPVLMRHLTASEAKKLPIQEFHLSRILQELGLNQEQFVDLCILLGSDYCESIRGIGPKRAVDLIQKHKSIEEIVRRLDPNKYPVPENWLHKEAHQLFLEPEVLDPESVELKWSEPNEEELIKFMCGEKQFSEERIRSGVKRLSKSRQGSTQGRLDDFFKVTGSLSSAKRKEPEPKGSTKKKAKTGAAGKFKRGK
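FEN1 at 10 nM preincubated with compounds 15 min at room temperature, then flap DNA substrate added at 50 nM final. Signal read at 0 and 15 min; concentration-response fitted with four-parameter Hill equation.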
KAT2A inh: blocks human GCN5L2 histone acetyltransferase; GCN5L2 HAT assay, ThioGlo1 CoA-SH fluorescence; Q92830; Potency, µM (highest dose often 58.9 µM), for inactives: at the highest dose activity change, negative = inhibition, most hits filed as inhibitors; actives 0.21% (n = 390,000)
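Compounds, pin-transferred from DMSO stocks, meet 20nM GCN5L2 for 15 min before the reaction begins with H3(1-25) peptide (75uM) and acetyl-CoA (70uM). Thiol-reactive ThioGlo1 reports CoA release over 20 min at room temperature.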
An asterisk follows results filed as active; ? = inconclusive; . = not tested or not shown; & = joins results of further samples; [ ] = dose if it differs, or a comment. Calls come from the whole dose curve; as a rule, active = well fitted curve in the direction sought with a large enough effect; inconclusive = small, poorly fitted or top-dose-only effect, or another doubt; inactive = no such curve, though single readings can be large; an effect the other way counts as inactive or inconclusive. Unless noted, % is set by controls: 0 for no effect and ±100 for the full control effect; potency is the fitted concentration of half-maximal effect. The order is random (roughly 0.54% active in at least one column).

SMILES	N370S GC mod	FEN1 inhibitor	KAT2A inh
COc1ccc2[nH]c(=O)c(CN(CC3CCCO3)S(=O)(=O)c3ccccc3)cc2c1 (stereo not drawn)	12%	-3%	-13%
S=C(Nc1ccc2cn[nH]c2c1)Nc1ccc(Cl)cc1Cl	-15%	-13%	5%
CCOc1ccc(NC(=O)COC(=O)C2CC2C)cc1 (stereo not drawn)	.	-4%	-14%
O=C(NCc1ccc(OC(F)(F)F)cc1)C1CC2Cn3c(nc4ccccc43)C2N1Cc1ccccc1 (stereo not drawn)	-2%	-15%	-7%
CC(=O)[C@@]1(O)CC[C@H]2[C@H]3C[C@@H](C)C4=CC(=O)C=C[C@]4(C)[C@@]3(F)[C@@H](O)C[C@]21C	-3%[21.6 µM]	.	5%[21.4 µM]
COCCNC(=O)C1CC(c2ccc([N+](=O)[O-])cc2)=NO1 (stereo not drawn)	3%	5%	1%
CCCCC[C@H](O)/C=C/[C@@H]1[C@H](C/C=C\CCCC(=O)O)[C@@H](O)C[C@H]1O	3%&2%	.	10%
CCOC(=O)N1CCN(C2OC(=O)c3ccccc32)CC1 (stereo not drawn)	1%	-1%	-6%
O=C(CSc1ccccc1)NNC(=O)c1ccncc1	-10%	-2%	-23%
COc1ccc(CCC(C)Nc2ccc(F)c(F)c2)cc1 (stereo not drawn)	1%	-10%	-13%
COc1cc(-c2nc(CN3CCN(CC(C)C)C(=O)[C@@H]3C)c(C)o2)ccc1F	11%	14%	-6%
COc1ccc(OC)c(S(=O)(=O)N2CCC(c3nc4ccccc4[nH]3)CC2)c1	-2%	-4%	-1%
COC(=O)c1nnn(-c2nonc2N)c1COc1ccc(C=O)cc1OC	-9%	-9%	-24%
Cc1ccc(-n2c3c(c(=O)[nH]c2=O)C(C(F)(F)F)(C(F)(F)F)NC(=O)N3)cc1	-12%	-5%	-1%
CSC1=N/C(=C\c2ccccc2Cl)C(=O)N1N(C)C	-3%	-14%	-6%
Cn1c(NC(=O)/C=C/c2c(F)cccc2Cl)cc(=O)n(C)c1=O	-2%	2%	-7%
Cc1cc(C)c2oc(-c3cccc(NC(=O)c4ccc(-c5cccc([N+](=O)[O-])c5)o4)c3)nc2c1	.	-6%	-11%
Cc1ccc(CSc2nc3cc(C(=O)NC4CCCC4)ccc3c(=O)n2Cc2ccccc2)cc1	.	0%	0%
COc1ccc(OC)c(NS(=O)(=O)Cc2ccccc2)c1	4%	.	-14%
CCOC(=O)C(C(=O)OCC)N(C#N)c1nc(OC)nc(N(C)C)n1	2%	-1%	-8%
Cn1nc(C(=O)NC2CCCN(Cc3ccccc3F)C2)c2ccccc2c1=O (stereo not drawn)	-2%	-1%	-34%
Cc1ccc(NC(=O)CN2CC(C)SC2=NC2CCCCC2)cc1 (stereo not drawn)	3%	1%&-14%	-20%
O=C(NC1CC1)C1=C[C@H](C2CC2)C[C@H](OCCCCO)O1	14%	5%	1%
O=C1c2ccccc2C(=O)N1C/C=C/c1ccccc1	24%	0%	0%
CCOc1cc2c3c(c1)C1(Nc4ccccc4S1)C(=O)N3C(C)(C)CC2C (stereo not drawn)	15%	-23%	-7%
CC1(CCC(=O)N2CCCC(N3CCN(c4ccc(F)cc4)CC3)C2)CC1 (stereo not drawn)	0%	-1%	1%
COc1cccc(N2CCN(C(=O)CCNS(=O)(=O)c3ccc4c(c3)c(=O)n(C)c(=O)n4C)CC2)c1	?	-8%	0%
COCCNC(=O)c1cc(-c2ccc(OC)c(OC)c2)on1	2%	-10%	?
CN(Cc1ccccc1)C(=O)C1CCC(CNS(=O)(=O)c2ccc3c(c2)CCCC(=O)N3)CC1 (stereo not drawn)	.	23%	-4%
Cc1ccccc1C(=O)N1CCN(c2ccc(NC(=O)c3ccc([N+](=O)[O-])o3)cc2)CC1	3%	11%	-2%
Cc1cccc2c(N=Nc3ccccc3)c(O)[nH]c12	19%	0%	1%
CCC(=O)Nc1ccc(Cl)c(NC(=O)c2ccc([N+](=O)[O-])cc2)c1	0%	-5%	-10%
Brc1ccc(N=C/C=C/C=C/Nc2ccc(Br)cc2)cc1	11%	0%	-7%
Cc1cc(/C=C2/SC(=S)N(c3ccc([N+](=O)[O-])cc3)C2=O)c(C)n1-c1cccnc1	-2%	-12%	-4%
COc1ccc2oc(C(=O)OCC(=O)N3CCN(S(=O)(=O)c4ccccc4)CC3)c(C)c2c1	-1%	0%	-20%
COc1cccc(OC)c1C(=O)Nc1cc2c(cc1N1CCOCC1)n(C)c(=O)n2C	-15%	-5%	-5%
O=C(O)CC1(CC(=O)N2CCOCC2)CCCC1	2%	13%	-1%
O=C(NNC1CC(c2ccccc2)=NN1C(=O)c1ccccc1)c1ccccc1 (stereo not drawn)	2%	-1%	-1%
COc1cccc(C2Nc3ccccc3NC3=C2C(=O)CC(C)(C)C3)c1OC (stereo not drawn)	-7%	-3%	-1%
O=C(NCc1ccco1)c1ccc(Cn2c(SCc3ccc(F)cc3)nc3cccnc32)cc1	.	-2%	-12%
C#CCOCCOCCOCCNc1nc(N2CCN(C(=O)[C@H]([C@@H](C)CC)n3cc([C@@H](N)CC(C)C)nn3)CC2)nc(N2CCN(C(=O)[C@H]([C@@H](C)CC)n3cc([C@@H](N)CC(C)C)nn3)CC2)n1	-12%	-5%	-2%
CCOc1ccc(N(CC(=O)NCC2CCCO2)S(=O)(=O)c2ccc(SC)cc2)cc1 (stereo not drawn)	?	-8%	-27%
Cc1ccc(-c2cc3nc(-c4ccccc4)cc(N4CCC5(CC4)OCCO5)n3n2)cc1	11%	0%	-12%
Cc1cccc(C)c1NC(=S)NCCSc1ccc(Cl)cc1	8%	-17%	-10%
Cc1nnc(NC(=O)CN2CC(C)OC(C)C2)s1 (stereo not drawn)	1%	18%	2%
CC(=O)c1ccc(NC(=O)CCCc2nc(-c3cccc(C)c3)no2)cc1	.	-2%	0%
CC(OC(=O)C1CCCC1)C(=O)Nc1ccc(C(N)=O)cc1 (stereo not drawn)	-9%	11%	1%
CC(/C=N/n1cnnc1)=C\c1ccccc1	6%	2%	.
Nc1ccc(N=Nc2ccccc2)c2cccnc12	3%	3%	-12%
CCOC(=O)C1(CCOC)CCN(C(=O)c2sccc2C)CC1	-9%	-9%	-5%
CN(CC(=O)NCc1ccccn1)S(=O)(=O)c1ccc(Cl)cc1	-4%	41%[activator]	0%
CNC(=O)c1c(C)nc(SCC(=O)NCc2ccc(OC)cc2)c(C#N)c1-c1ccco1	4%	-14%	0%
Cc1cc(C)c(Cn2c3ccccc3c3cnn(CC(=O)NCCC4=CCCCC4)c(=O)c32)c(C)c1	.	-8%	-7%
CCOC(=O)/C=C1\SCC(=O)N1Cc1nnc(-c2ccccc2Br)o1	23%	-9%	?
CN1C(=O)/C(=C/c2cc3c(cc2Br)OCO3)NC1=S	7%	-5%	-4%
O=C(Oc1oc(-c2ccco2)nc1C=Nc1ccccc1)c1ccoc1	-1%	-1%	-3%
NC(=O)NC(Cc1ccccc1)C(=O)O (stereo not drawn)	0%	8%	-1%
CCn1c(SCC(=O)N=Nc2c(O)[nH]c3ccccc23)nnc1-c1ccc(C(C)(C)C)cc1	-4%	.	0%
CCC(=O)Nc1ccc(S(=O)(=O)Nc2cccc(C)c2)cc1OC	24%	-1%	-14%
O=C(Nc1ccc(NC(=O)c2ccc(Cl)c(S(=O)(=O)N3CCOCC3)c2)cc1)c1ccccc1	-18%	-4%	-2%
(next part)
SMILES	N370S GC mod	FEN1 inhibitor	KAT2A inh
CN1CCN(NC(=S)Nc2ccc(OC(F)F)cc2)CC1	-15%	30%[activator]	-3%
O=C(COc1ccc([N+](=O)[O-])cc1)Nc1ccccc1N1CCCC1	-2%	10%	-14%
Cc1cc(C(F)(F)F)nc(SCC(=O)c2cccc([N+](=O)[O-])c2)n1	4%	-4%	-16%
O=C(/C(=C/c1ccncc1)n1ccnc1)c1ccc(Cl)cc1Cl	-9%	-19%	-7%
COc1cc2nc(SCc3c(C)noc3C)n(CCC3=CCCCC3)c(=O)c2cc1OC	-4%	3%	0%
COc1ccc(OC)c(S(=O)(=O)NCc2cc(-c3ccccc3)no2)c1	-3%	-1%	-6%
CCOCCCNC(=O)C1CCN(C(=O)c2cc3sccc3n2C)CC1	.	-3%	-4%
COc1ccc(C(=O)OCc2cc(=O)n3nc(-c4cccs4)sc3n2)cc1	.	4%	-1%
CCOC(=O)c1c(C)oc2nc(C)nc(NCC3CCN(Cc4cccc(C)c4)CC3)c12	.	-1%	4%
O=C(O)c1cccc2c1/C(=N/Nc1ccc([N+](=O)[O-])cc1[N+](=O)[O-])c1ccccc1-2	-11%	8%	0%
COC(=O)c1c(NC(=O)CN2CCOCC2)sc2c1CCC(C)C2 (stereo not drawn)	?	6%	-8%
Cc1ccccc1Nc1nc(N)nc(CSc2ccccc2)n1	-2%	-7%	0%
CCOC(=O)CNC(=O)CSc1ncnc2c1cnn2-c1ccc(OC)cc1	10%	11%	-9%
Fc1ccc2cnc(-c3ccccc3)c(-c3ccc(C(F)(F)F)cc3)c2c1	.	?	-7%
O=C(Nc1cc(=O)[nH]c(=O)[nH]1)c1cccc(C(F)(F)F)c1	-13%	1%	-3%
CC(Cc1cnccn1)NC(=O)c1cc(COc2ccc(F)cc2F)on1 (stereo not drawn)	-3%	-13%	-4%
Cc1ccc(C(=O)Nc2ccn(Cc3ccc(F)cc3)n2)o1	0%	-1%	-7%
COc1cccc(/C=N/NC(=O)c2ccccc2)c1OS(=O)(=O)c1ccccc1	11%	4%	-4%
Cc1ccc(NC(=O)C2CCN(C(=O)c3ccco3)CC2)cc1	3%	2%	0%
COc1ccc(Cn2c(SCc3ccc(C)cc3)nc3cc(OC)c(OC)cc3c2=N)cc1Cl	-25%	-14%	-15%

Profiles, looked up by structure. Values in the order: N370S GC mod, FEN1 inhibitor, KAT2A inh
Cc1nnc(NC(=O)CN2CC(C)OC(C)C2)s1 (stereo not drawn) is entered as 1%, 18%, 2%
CC(=O)c1ccc(NC(=O)CCCc2nc(-c3cccc(C)c3)no2)cc1 is entered as ., -2%, 0%
CC(OC(=O)C1CCCC1)C(=O)Nc1ccc(C(N)=O)cc1 (stereo not drawn) is entered as -9%, 11%, 1%
Cc1ccc(NC(=O)C2CCN(C(=O)c3ccco3)CC2)cc1 is entered as 3%, 2%, 0%
CN(CC(=O)NCc1ccccn1)S(=O)(=O)c1ccc(Cl)cc1 is entered as -4%, 41%[activator], 0%

Next compounds follow.
SMILES	N370S GC mod	FEN1 inhibitor	KAT2A inh
O=C(COC(=O)CCCOc1ccc(Cl)cc1Cl)Nc1cccc(Cl)c1	11%	-14%	-13%
CCn1c(C(=O)N2CCC(C(=O)NCCc3ccc(C)cc3)CC2)cc2sccc21	.	-13%	-8%
NNC(=O)c1sccc1OCc1ccc(Cl)cc1	-5%	3%	-6%
Nc1ccccc1SC1CC(=O)N(c2ccc(Cl)c(Cl)c2)C1=O (stereo not drawn)	-4%	-6%	-4%
CC(NS(=O)(=O)c1ccc(Cl)cc1)C(=O)NCc1ccco1 (stereo not drawn)	2%[12.8 µM]	-1%	-4%
CCn1c(=N)n(CC(=O)C23CC4CC(CC(C4)C2)C3)c2ccccc21	8%	-9%	-2%
Cc1ccc(CCNC(=O)C2CCCN(c3nc4ccccc4o3)C2)cc1 (stereo not drawn)	17%	2%	5%
O=C(CSc1nccc(=O)[nH]1)NCc1ccco1	0%	4%	-8%
COc1ccc2nc(NC(=O)c3ccc(NC(=O)C4CCCO4)cc3)sc2c1 (stereo not drawn)	9%	13%	0%
COc1ccc(-n2c(-c3ccc(F)cc3)cn3c4c(=O)n(C)c(=O)n(C)c4nc23)cc1	.	18%	-3%
Cc1nccc(-c2cccc(NC(=O)c3ccccc3Cl)c2)n1	-1%	17%	-2%
Cc1sc(NC(=O)CSc2nc(N)cc(N)n2)c(C#N)c1C	18%	-8%	-13%
CC12CC(NC(=O)N1c1cccc(C(=O)Nc3ncn[nH]3)c1)c1ccccc1O2 (stereo not drawn)	26%	7%	.
N#CC(Cc1cccc(CC(C#N)(c2ccccc2)c2ccccc2)c1)(c1ccccc1)c1ccccc1	-5%	11%	-4%
CCc1nc(SCC(=O)Nc2ccccc2OC)c2c(C)c(C)sc2n1	?	-13%	-13%
C=CCNC(=S)NNC(=O)c1cccn(Cc2ccc(Cl)c(Cl)c2)c1=O	-4%	-6%	-7%
COc1ccc(-c2[nH]ncc2/C=C(/C#N)C(=O)NC2CCCCC2)cc1	1%	4%	-4%[0.501 µM]
CC(C[N+](C)(C)C)OC(=O)C1(c2ccccc2)CCCC1 (stereo not drawn)	13%	3%	-6%

A draw from above in order of heavy-atom count, lowest first:
SMILES	N370S GC mod	FEN1 inhibitor	KAT2A inh
COCCNC(=O)C1CC(c2ccc([N+](=O)[O-])cc2)=NO1 (stereo not drawn)	3%	5%	1%
CCOc1cc2c3c(c1)C1(Nc4ccccc4S1)C(=O)N3C(C)(C)CC2C (stereo not drawn)	15%	-23%	-7%
Cc1ccc(-n2c3c(c(=O)[nH]c2=O)C(C(F)(F)F)(C(F)(F)F)NC(=O)N3)cc1	-12%	-5%	-1%

Screening data: PubChem, National Center for Advancing Translational Sciences (NCATS)
